Growth percent in the NCI-60 one-dose screen (48 h, 10 µM unless noted): 100 = growth as untreated, 0 = no growth, -100 = all killed.
DU-145 – DU-145 prostate cancer; AID 1794760; 4.2% of 81,000 active
OVCAR-3 – OVCAR-3 ovarian cancer; AID 1794787; 7% of 79,000 active
SF-295 – SF-295 CNS cancer cells; 5.6% of 79,000 active; AID 1794758
PC-3 – PC-3 prostate cancer cells | 3.9% of 80,000 active | AID 1794754
SNB-19 – SNB-19 CNS cancer cells; 2.5% of 81,000 active; AID 1794751
SF-268 – SF-268 CNS cancer cells; 3.1% of 82,000 active; AID 1794759
U251 – U251 CNS tumor cells; 5.4% of 80,000 active; AID 1794753
OVCAR-8 – OVCAR-8 ovarian cancer; 4.4% of 81,000 active
SF-539 – SF-539 CNS cancer; 6.8% of 81,000 active
Starred values were filed as active, the others as inactive; . = not tested or not shown; & = joins results of further samples; [ ] = remark or other dose. Rule for the calls: active = growth percent below 10; inactive = the rest.

SMILES | DU-145 | OVCAR-3 | SF-295 | PC-3 | SNB-19 | SF-268 | U251 | OVCAR-8 | SF-539
CC1=C(/C=C/C(C)=C/C=C(C(=O)O)\C(C)=C\C(=O)O)C(C)(C)CCC1 | 109 | 110 | 130 | 91 | 98 | 100 | 95 | 99 | 94
CNC(=O)c1n[nH]n2c1nc(=O)c1c3c(sc12)CCCC3 | 109 | 107 | 94 | 82 | 102 | 103 | 93 | 96 | 97
OC1c2ccccc2C=Cc2ccccc21 | 117 | 111 | 94 | 84 | 99 | 104 | 95 | 94 | 102
Clc1ccc(C2(C3CCNCC3)CCCO2)cc1 (configuration not stated) | 120 | 117 | . | 80 | 95 | 103 | 99 | 102 | 93
O=C(CNCc1ccccc1)Nc1ccc(-c2nc3ccccc3s2)cc1 | 107 | 91 | 94 | 81 | 98 | 96 | 81 | 102 | 82
CN1CCN(CC(=O)Sc2nc(-c3ccco3)cc(-c3ccc(Cl)cc3Cl)n2)CC1 | 74 | 78 | 84 | 55 | 81 | 57 | 72 | 78 | 86
NS(=O)(=O)c1ccc(Nc2nc(N=Nc3c(O)n(Cc4ccccc4)c4ccc(Cl)cc34)nc(Nc3ccccc3)n2)cc1 | 109 | 104 | 107 | 80 | 94 | 103 | 99 | 111 | 89
COc1ccc(-c2nnc(COc3ccc(N=C4NC(=O)CS4)cc3)o2)cc1 | 107 | 109 | . | 93 | 93 | 90 | . | 94 | 103
O=C(C[n+]1ccccc1Cl)c1ccc(Br)cc1 | 111 | 108 | 97 | 101 | 104 | 101 | 105 | 103 | 92
O=C1c2cc(O)cc(O)c2[C@H](c2cc(O)cc(O)c2)[C@H]1c1ccc(O)cc1 | 102 | 106 | 97 | 97 | 103 | 95 | 97 | 101 | 100
O=c1[nH]c2ccc(Cl)cc2[nH]1 | 124 | 122 | 109 | 94 | 102 | 109 | 101 | 102 | 99
CC1CCC(O)(C(C(=O)O)c2ccccc2)CC1 (configuration not stated) | 115 | 100 | 107 | 97 | 108 | 92 | 102 | 101 | 105
C=C(C)[C@@H]1CC[C@]2(C(=O)NCCCCCCN(CCCN)CCCN)CC[C@]3(C)[C@H](CC[C@@H]4[C@@]5(C)CC[C@H](O)C(C)(C)[C@@H]5CC[C@]43C)[C@@H]12 | 77[100 µM] | 80[100 µM] | 98[100 µM] | 62[100 µM] | 82[100 µM] | 96[100 µM] | 63[100 µM] | 85[100 µM] | 82[100 µM]
COc1ccc(N=NN(C)C)cc1 | 112 | 109 | 101 | 97 | 98 | 103 | 100 | 95 | 105
COc1cc(C(=O)O)cc(Cl)c1O | 109 | 111 | 102 | 97 | 99 | 101 | 98 | 104 | 104
CC(=O)Oc1c(C)cccc1C(=O)O | 104 | 100 | 104 | 107 | 110 | 98 | 107 | 102 | 103
CCN(CC)CCCC(C)NC(=S)N/N=C(\C)c1ccccn1 (configuration not stated) | 42 | 51 | . | 41 | 46 | 44 | 37 | 36 | 31
COc1ccc2c(c1)c(-c1nc(N)nnc1-c1c[nH]c3ccccc13)cn2C | 60 | 20 | 24 | 43 | 32 | 46 | 25 | 51 | 25
CC1NC(C)c2c(ccc3ccccc23)O1 (configuration not stated) | 104&120 | 92&104 | 107&99 | 87 | 114&103 | 98&105 | 100&104 | 102&98 | 111&112
C#CCN(Cc1ccccc1OC)Cc1ccccc1S(=O)c1ccccc1 (configuration not stated) | 95 | 88 | 87 | 53 | 91 | 98 | . | 85 | 99
C#CCOc1cc(N(CC)CC)ccc1C(C(=O)NC(C)(C)C)N(C(=O)C1CCc2cc(F)ccc2O1)c1ccccc1 (configuration not stated) | 106 | 112 | 118 | 99 | 100 | 99 | 103 | 104 | 95
O=C(N=Nc1c(O)[nH]c2ccccc12)c1cc(-c2ccc(Cl)cc2)nc2ccccc12 | 122 | 118 | 104 | 104 | 97 | 109 | 105 | 109 | 87
COc1ccc(-c2cc(-c3ccc(OCc4nc5ccccc5[nH]4)cc3)nc(N)n2)cc1 | 91 | 88 | 76 | 74 | 87 | 93 | 86 | 87 | 93
Cc1ccc(/C=N/Nc2nc3c([nH]2)c(=O)n(C)c(=O)n3C)cc1 | 102&120 | 108&115 | 96 | 103&108 | 110&101 | 111&119 | 107&107 | 106&110 | 104&110
COc1cc(CNC(=O)Cc2ccccc2)ccc1OCc1cn(-c2ccc(Cl)cc2)nn1 | 99 | 104 | 94 | 97 | 93 | 94 | 109 | 91 | 85
Cc1ccc(OCc2occc2C(=O)Nc2ccc(S(N)(=O)=O)cc2)cc1 | 99 | 103 | 101 | 90 | 88 | 92 | 88 | 90 | 92
CCCCCCc1cn(CC(=O)Nc2nc3ccccc3s2)nn1 | 113 | 105 | 102 | 93 | 96 | 96 | 108 | 104 | 95
O=C1C=CC(=O)N1c1ccccc1 | 109 | 1.3* | . | . | 106 | 112 | 94 | 99 | 100
COc1ccc2c(c1)c(-c1nc(N)nnc1-c1c[nH]c3ccc(Br)cc13)cn2C | 99 | 71 | 71 | 62 | 88 | 95 | 92 | 100 | 80
CCCC1(C=O)NC(=O)NC1=O (configuration not stated) | 115 | 115 | 105 | 94 | 107 | 103 | 94 | 99 | 101
OC1CCN(CCCOc2c3ccc(Cl)cc3nc3c2oc2ccccc23)CC1 | -0.6* | 0.7* | -23* | -4.9* | 6.3* | 4.4* | -43* | 3.9* | -76*
NNC(=O)Oc1cccc2ccccc12 | 105 | 94 | 100 | 74 | 92 | 79 | 86 | 89 | 99
O=S(=O)(Nc1ccc(C2=NCCN2)cc1)c1cccc(S(=O)(=O)Nc2ccc(C3=NCCN3)cc2)c1 | 113 | 113 | 103 | 99 | 105 | 105 | 99 | 106 | 105
CCOc1nc(-c2ccccc2)cc2c(O)c(C(=O)N/N=C/c3ccc(N(C)C)cc3)[nH]c(=O)c12 | 120 | 111 | 111 | 89 | 133 | 104 | 95 | 115 | 100
Clc1cccc(Nc2ncnc3ccc(-c4cncc(-n5cnnn5)c4)cc23)c1 | 43 | 66 | 77 | 43 | 80 | 71 | 76 | 75 | 87
COC(=O)/C=C1/SC(=NCc2ccccc2)N(CCc2c[nH]c3ccccc23)C1=O | 73 | 79 | 90 | 73 | 87 | 90 | 79 | 68 | 105
Cc1ccc2c(C3NNC(=S)N3)cc(=O)oc2c1C (configuration not stated) | 118 | 109 | 101 | 92 | 98 | 107 | 101 | 102 | 98
CC(C)n1cc(/C=N\N=C2\C(=O)Nc3ccccc32)c2ccccc21 | 105 | 107 | 108 | 96 | 100 | 100 | 98 | 100 | 104
N#Cc1c(N)c(C(=O)c2ccc3c(c2)OCCO3)n2c1CCCC2 | 45 | -3.7* | . | 23 | 54 | 37 | 15 | 32 | 24
O=C(O)c1cccc(-c2nc(N3CCOCC3)c3ccccc3n2)c1 | 106 | 98 | 97 | 102 | 100 | 94 | 111 | 116 | 89
O=C1Nc2ccccc2/C1=C/c1cn(-c2nc(N3CCCCC3)nc(N3CCOCC3)n2)c2ccccc12 | 101 | 102 | 101 | 84 | 107 | 101 | 113 | 101 | 102
c1ccc(C[Si](Cc2ccccc2)(Cc2ccccc2)Cc2ccccc2)cc1 | 111 | 111 | 76 | 83 | . | 117 | 95 | 98 | 92
O=C(OCC1CCCO1)c1ccccc1 (configuration not stated) | 109 | 108 | 110 | 88 | 101 | 95 | 94 | 108 | 98
CCCCCCCCCCCCCCCCCC(=O)NC[n+]1ccccc1 | 112 | 99 | 100 | 79 | 101 | 100 | 104 | 104 | 102
C=CCOC(=O)Oc1c(Cl)c(Cl)c(OC(=O)OCC=C)c(Cl)c1Cl | 107 | 107 | 101 | 89 | 102 | 108 | 100 | 98 | 104
Fc1ccc(C2CC(c3cccc(Nc4ccncc4)c3)=NN2c2cc(Cl)cc(Cl)c2)cc1 (configuration not stated) | 30 | 62 | 63 | 26 | 82 | 72 | -29* | -18* | 83
COc1c(C=O)c(O)cc2oc(-c3ccc(Cl)cc3)cc(=O)c12 | 122 | 106 | 115 | 96 | 98 | 109 | 107 | 107 | 119
O=S(=O)(O)C1(O)CCc2ccccc2C1 (configuration not stated) | 112 | 103 | 103 | 81 | 101 | 97 | 101 | 95 | 104
CCOC(=O)C1=C(C)N2c3ccccc3-c3ccnn3C2CC1 (configuration not stated) | 110 | 104 | 84 | 80 | 84 | 101 | . | 91 | 95
CN(C)c1ccc(/C=C/C(=O)c2ccc(NC(N)=O)cc2)cc1 | 99 | 109 | 99 | 98 | 80 | 99 | 69 | 94 | 81
Cc1c(Cl)ccc(O)c1C(=O)N[C@@H](Cc1c[nH]c2ccccc12)C(=O)O | 109 | 111 | 99 | 76 | 98 | 103 | 96 | 109 | 102
Cn1c(=O)c2nc(/C=C/c3ccccc3)c(=O)[nH]c2n(C)c1=S | 113 | 116 | 100 | 102 | 105 | 105 | 108 | 105 | 104
Cc1ccc(-c2csc(=N)n2CC(=O)N2CCN(C)CC2)cc1 | 109 | 108 | 83 | 68 | 100 | 97 | 84 | 100 | 101
COc1cccc(-c2nn(-c3ccccc3)cc2-c2ccnc(N3CCN(C(=O)Nc4cc(C(F)(F)F)cc(C(F)(F)F)c4)CC3)c2)c1 | 100 | 56 | 63 | 33 | 63 | 81 | 65 | 69 | 75
C=C(C)[C@@H]1CC[C@]2(C#N)CC[C@]3(C)[C@H](CC[C@@H]4[C@@]5(C)C/C(=C/c6ccco6)C(=O)C(C)(C)[C@@H]5CC[C@]43C)[C@@H]12 | 105 | 106 | 103 | 83 | 86 | 97 | 103 | 99 | 101
CCN(CC)Cc1ccc(NC(C(=O)c2ccccc2)c2ccccc2)cc1 (configuration not stated) | 103 | 94 | 97 | 86 | 105 | 88 | 102 | 98 | 101
Cc1cc2nc3c4ccccc4n(CC(=O)O)c3nc2cc1C | 103 | 98 | 104 | 97 | 99 | 94 | 102 | 103 | 98
CC1=CN2C(=NC3=C(CCC/C3=C\c3ccc(Cl)cc3)C2c2ccc(Cl)cc2)S1 (configuration not stated) | 113 | 105 | 102 | 96 | 93 | 109 | . | 99 | 110
Oc1ccc(/C=N/Nc2nnc(N/N=C/c3ccc(O)cc3O)c3ccccc23)c(O)c1 | -24* | -34* | -38* | -51* | -1.0* | -5.1* | -25* | -60* | -42*
CCCCCCC1(C)OCC(C)(C)CO1 | 112 | 104 | 92 | 98 | 96 | 104 | 112 | 101 | 99

Next part
SMILES | DU-145 | OVCAR-3 | SF-295 | PC-3 | SNB-19 | SF-268 | U251 | OVCAR-8 | SF-539
Nc1cccc(CC(=S)N2CCOCC2)c1 | 106 | 101 | 101 | 88 | 105 | 102 | 102 | 106 | 98
OCCN1CCN(CCO)CC1 | 123&111&117 | 109&108&119 | 110&83&95 | 96&100&92 | 113&99 | 105&101&107 | 105&98&96 | 97&101 | 106&91&105
C=CCOC(=O)C1=C(C)NC(=O)NC1c1c(Cl)n(C)c2ccccc12 (configuration not stated) | 107 | 104 | 99 | 89 | 94 | 95 | 96 | 102 | 94
CCOC(=O)c1c2c(cn1Cc1cc(OC)ccc1OC)-c1oncc1CC2 | 100 | 96 | 86 | 91 | 87 | 87 | 91 | 93 | 89
C=C(C)[C@@H]1CC[C@]2(C=O)CC[C@]3(C)[C@H](CC[C@@H]4[C@@]5(C)CC[C@H](NC=O)C(C)(C)[C@@H]5CC[C@]43C)[C@@H]12 | 107 | 104 | 100 | 95 | 101 | 97 | 92 | 101 | 99
O=C1CCC(C(=O)NNc2ccccn2)N1 (configuration not stated) | 109 | 108 | 102 | 93 | 106 | 103 | 101 | 105 | 103
CCN(CC)Cn1c2ccccc2c2ccccc21 | 114 | 113 | 111 | 90 | 91 | 108 | 106 | 92 | 124
COc1ccc(-c2nc(SCc3nc4ccccc4[nH]3)nc(Nc3ccc(C)cc3)c2C#N)cc1 | 103 | 104 | 82 | 84 | 85 | 104 | 87 | 82 | 101
COc1ccc(-c2nc(SCC(=O)Nc3nc4ccc(C)cc4s3)[nH]c(=O)c2C#N)cc1 | 112 | 120 | 98 | 105 | 104 | 102 | 102 | 109 | 98
COc1ccc(-c2cc(-c3cc(OC)ccc3OC)nc(SC)c2C#N)cc1 | 89 | 102 | 80 | 77 | 88 | 77 | 88 | 61 | 70
C#CCOc1ccc2ncnc(Nc3cccc(CNC(=O)C=C)c3)c2c1 | 108[8.25 µM] | 104[8.25 µM] | 102[8.25 µM] | . | 98[8.25 µM] | 86[8.25 µM] | 95[8.25 µM] | 96[8.25 µM] | 100[8.25 µM]
O=C1CCN=C2C=CC(C(F)(F)F)=CN12 | 116 | 107 | 103 | 101 | 108 | 97 | 103 | 114 | 98

Assay outcomes (PubChem BioAssay)
